HTR5A inv ag – HTR5A inverse agonism, opioid heterodimer counter-screen; AID 504634; inhibition, % at 9.3 µM; P47898; hit rate 0.083% among 340,000; HTR5A cell line, luminescence; in the data active = inhibition mostly above about 23%, no sharp cut-off; inactive = mostly below about 18%;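 note: 0% = cells with DMSO and 100% = no-cell wells with DMSO; some compounds called inactive have numbers as strong as hits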
HTR5A ag – HTR5A agonism, opioid heterodimer counter-screen. P47898. HTR5A agonist assay, luminescence, cell-based. activation, % at 9.3 µM. hit rate 0.61% among 340,000. AID 504692; in the data active = activation mostly above about 9.5%, no sharp cut-off; inactive = mostly below about 7.6%;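 note: 0% = cells with vehicle only and 100% = reference agonist; strong numbers were not always called active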
phage Ecoli inh – E. coli growth loss with phage present; growth absorbance; inhibition, % at 11.9 µM; hit rate 0.26% among 360,000; AID 651602; in the data active = inhibition above about 11%
Pemphigus Ab inh – inhibitors of pemphigus antibody binding to human desmoglein-3 | binding (percent of control), % at 10 µM | DSG3-coupled beads, scFv-anti-DSG3-GFP binding, flow cytometry; hits give low values | P32926 | AID 588358 | hit rate 0.48% among 310,000;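 active = binding more than 3 SD below its plate's average and above zero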;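 note: hits lower antibody fragment binding to DSG3; some compounds called inactive have numbers as strong as hits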
Target sequence (P32926 whole entry, looked up, the tested form may be a part): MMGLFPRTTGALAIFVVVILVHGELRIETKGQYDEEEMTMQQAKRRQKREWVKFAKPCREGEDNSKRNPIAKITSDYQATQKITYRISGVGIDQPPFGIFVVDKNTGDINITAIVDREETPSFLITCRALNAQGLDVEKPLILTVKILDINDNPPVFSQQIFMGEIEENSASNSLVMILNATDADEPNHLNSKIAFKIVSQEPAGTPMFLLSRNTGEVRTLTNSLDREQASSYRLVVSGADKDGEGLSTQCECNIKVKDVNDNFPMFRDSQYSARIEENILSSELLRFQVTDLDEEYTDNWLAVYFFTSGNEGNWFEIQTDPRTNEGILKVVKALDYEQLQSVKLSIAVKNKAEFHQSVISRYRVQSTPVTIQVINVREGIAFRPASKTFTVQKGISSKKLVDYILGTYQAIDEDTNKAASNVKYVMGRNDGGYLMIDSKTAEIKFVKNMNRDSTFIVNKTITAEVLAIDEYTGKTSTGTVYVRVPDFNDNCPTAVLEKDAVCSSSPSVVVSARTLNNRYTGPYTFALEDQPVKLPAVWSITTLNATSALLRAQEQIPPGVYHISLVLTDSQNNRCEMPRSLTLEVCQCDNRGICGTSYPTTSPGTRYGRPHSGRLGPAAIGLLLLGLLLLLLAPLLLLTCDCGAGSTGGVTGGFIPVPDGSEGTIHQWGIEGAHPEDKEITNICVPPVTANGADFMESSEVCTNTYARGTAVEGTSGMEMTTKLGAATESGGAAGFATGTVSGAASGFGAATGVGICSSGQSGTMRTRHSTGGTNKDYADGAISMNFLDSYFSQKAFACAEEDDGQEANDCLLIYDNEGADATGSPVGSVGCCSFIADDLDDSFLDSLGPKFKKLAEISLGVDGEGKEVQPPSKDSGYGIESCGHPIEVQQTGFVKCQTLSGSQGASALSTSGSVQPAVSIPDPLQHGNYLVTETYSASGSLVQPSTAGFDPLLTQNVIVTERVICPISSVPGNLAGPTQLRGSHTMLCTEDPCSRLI
PfHsp90 yeast 2 – reduces growth (ATP signal) of yeast expressing P. falciparum Hsp90 | inhibition, % at 9.4 µM | AID 504621 | hit rate 0.32% among 310,000 | S. cerevisiae expressing PfHsp90, BacTiter-Glo ATP, 48 h; yeast lacking PDR1 and PDR3 efflux regulators;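 active = every replicate shows inhibition above about 80%, whatever the replicate mean, limit read from the data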;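 note: 0% = DMSO neutral controls and 100% = 20 µM radicicol positive controls; yeast relying on Plasmodium falciparum Hsp90 in place of its own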
Ecoli viability – reduces bacterial viability in AddAB counter-screen; E. coli V3065 growth, OD600 absorbance, 18 h; inhibition, % at 11.9 µM; hit rate 0.27% among 330,000;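 active = inhibition above the campaign's mean inhibition across all tested compounds plus 3 SD, cut at about 9.9% in these data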;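 note: uninfected addAB+ strain grown without phage in ampicillin broth; 0% = DMSO wells and 100% = ciprofloxacin 0.95 µg/ml wells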
AddAB inh – less growth of phage-infected E. coli with AddAB; inhibition, % at 11.9 µM; AID 435030; E. coli expressing H. pylori AddAB, absorbance growth; hit rate 0.29% among 330,000; in the data active = inhibition above about 12%;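 note: 0% = vehicle wells of infected cells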
OPRM1-OPRD1 inv – inverse agonist of human OPRM1-OPRD1 heterodimerization. P35372+P41143. cell-based MOR-DOR heterodimer luminescence, inverse agonism. inhibition, % at 9.3 µM. hit rate 0.21% among 340,000. AID 504357; in the data active = inhibition above about 22%, passing the limit was not always enough;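 note: 0% = cells with DMSO and 100% = wells without cells with DMSO; values of inactives mirror those of a sister screen read the other way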
PKA-R1A act – activators of PKA-R1A complex; AID 504707; hit rate 0.083% among 340,000; P00514+P68181; PKA-R1A dissociation, Cy5-IP20 fluorescence polarization; scaled: DMSO 0%, 113 µM cGMP 100%; activation, % at 11.4 µM;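 active = percent activation above the mean of all tested compounds plus 3 SD, cut at about 19% in these data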;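 note: higher means more PKAc released from R1A so a rise in polarization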
Mot1-301 SUMO – blocks SUMOylation pathway, rescuing yeast Mot1-301 growth. S. cerevisiae Mot1-301 growth rescue, ATP luminescence, 38.5C; percent above DMSO median, 100 means doubled. growth rescue, % at 18.8 µM. hit rate 1% among 320,000;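 active = every valid replicate shows activation above 250% relative to neutral control wells; inactive = the rest, any valid replicate at or below 250%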;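 note: OY570 slx delta 5 strain wells were the positive control but not used for scaling; some compounds called inactive have numbers as strong as hits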
MOR-DOR ag – OPRM1-OPRD1 heterodimerization agonism; activation, % at 9.3 µM; AID 504326; cells, luminescence; hit rate 0.3% among 340,000; in the data active = activation above about 18%;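 note: 0% = vehicle-treated cells and 100% = reference agonist; values of inactives mirror those of a sister screen read the other way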
* = called active by the depositor; · = not tested or not shown.

SMILES | HTR5A inv ag | HTR5A ag | phage Ecoli inh | Pemphigus Ab inh | PfHsp90 yeast 2 | Ecoli viability | AddAB inh | OPRM1-OPRD1 inv | PKA-R1A act | Mot1-301 SUMO | MOR-DOR ag
CC(NC(=O)Cc1ccsc1)c1ccc(Cl)cc1Cl (stereo unspecified) | -14 | 5 | 0.1 | 105 | -1 | -1.1 | -0.2 | 14 | -3 | 17 | -2.6
O=C(Nc1ccccc1)C1=C[C@@H](C2CC2)C[C@@H](OCc2ccc(CO)cc2)O1 | 15 | -6 | 2.8 | 101 | -12 | -0.7 | 4.8 | 15 | 0 | -10 | -2.8
CCn1c(=O)c2c(nc(SCc3ccccn3)n2C)n(C)c1=O | -4 | 3 | -0.1 | 87 | -7 | · | · | 6 | -3 | · | -1.1
CCOCCn1c(SC(C)C(C)=O)nc2c1c(=O)[nH]c(=O)n2C (stereo unspecified) | -3 | -1 | 2.6 | 109 | 2 | 0.2 | -1.9 | 21 | 3 | 4 | -4.1
CCC(Cc1ccccc1)NC(=O)CSc1ccsc1[N+](=O)[O-] (stereo unspecified) | 7 | -3 | 1.2 | 100 | -17 | -0.8 | 1.5 | 4 | -8 | -5 | -0.6
O=C(CCNS(=O)(=O)c1ccc(OC(F)(F)F)cc1)Nc1cccc(S(=O)(=O)N2CCCC2)c1 | -10 | -1 | -2.5 | 103 | · | · | · | -8 | 0 | · | 2.1
CCOc1ccc(CNCCCSc2ncccn2)cc1OC | 8 | -2 | 4.4 | 120 | 5 | -2.0 | 2.5 | 3 | -13 | -9 | -0.6
O=C(c1nn(Cc2ccccc2)c(=O)c2ccccc12)N1CCc2ccccc2C1 | 19 | -7 | 1.6 | 103 | 37 | 0.5 | -0.3 | 11 | 2 | -5 | -2.0
Cc1ccc(SCC(=O)N2CCc3ccccc32)cc1 | -18 | 8 | 3.0 | 96 | 16 | -0.7 | 1.8 | 2 | 5 | 3 | -0.4
COc1ccc(CCNc2nnc(C)c(=O)[nH]2)cc1OC | 1 | 0 | 0.5 | 107 | -5 | -1.2 | -0.2 | 8 | -4 | 836 | -1.4
NC(=O)C1CCCN(C(=S)Nc2ccccc2)C1 (stereo unspecified) | -2 | 3 | 2.9 | 108 | 9 | -0.5 | -0.6 | 4 | -4 | -9 | -0.7
Cc1c(C(=O)NCCCc2ccccc2)cccc1[N+](=O)[O-] | 14 | 2 | 2.8 | 112 | -5 | 0.6 | 0.5 | 0 | -3 | 3 | -0.1
OC1(c2ccccn2)COc2ccccc2O1 (stereo unspecified) | 2 | -2 | 3.0 | 116 | 10 | 1.1 | 0.3 | 4 | -1 | -15 | -0.8
FC(F)(F)Oc1ccc(Nc2nc(N3CCOCC3)nc(N3CCOCC3)n2)cc1 | -26 | 4 | 3.8 | 98 | 4 | 0.3 | 6.1 | -9 | -5 | -11 | 1.9
O=C1CN(C(=O)/C=C/c2cccc(Cl)c2)c2ccccc2N1 | -16 | 6 | 2.2 | 98 | 2 | 0.0 | 2.6 | 0 | 0 | 8 | -0.1
CN(Cc1ccccn1)C(=O)C1CCC(=O)N(Cc2cccc(F)c2)C1 (stereo unspecified) | -10 | -2 | 1.6 | 65 | 26 | -0.6 | 1.4 | 21 | -16 | 13 | -4.1
O=C(c1ccco1)N1CCN(C(=O)c2cnn(-c3ccc(Cl)cc3)c2C2CCNCC2)CC1 | 13 | 3 | -1.0 | 98 | -6 | -2.6 | -1.7 | 8 | 4 | 254 | -1.6
O=C(NCCc1ccc(F)cc1)C1CCCO1 (stereo unspecified) | 19 | 0 | -0.7 | 110 | -6 | 0.9 | 2.5 | 6 | -13 | -5 | -1.2
CC(C)c1ccc(NC(=O)COC(=O)c2c[nH]c(=O)[nH]c2=O)cc1 | -4 | -3 | 3.6 | 122 | -21 | 1.3 | 2.6 | 15 | -5 | 12 | -2.9
C(=N\n1cnnc1)/c1ccccn1 | -12 | -4 | 1.3 | 99 | 5 | -1.4 | -1.2 | 15 | -1 | -10 | -3.1
Cc1ccc(OC(=O)c2ccc(N3CCOCC3)c([N+](=O)[O-])c2)cc1 | 12 | -4 | 3.4 | 91 | -33 | -0.2 | 4.4 | 7 | 0 | 5 | -1.3
CCc1c(C)sc(NC(=O)c2cc(-c3cc(OC)ccc3OC)on2)c1C#N | -20 | -2 | 0.6 | 96 | 11 | -2.2 | -2.6 | 4 | 7 | -27 | -0.7
Cc1ccc(C)c(N2CCN(CCCNC(=O)Cn3cc4c(n3)CCCCC4)CC2)c1 | -1 | 0 | 1.4 | 109 | 2 | -5.8 | 5.6 | -15 | 4 | -18 | 2.9
COc1ccc2[nH]c(C)c(C(=O)CN3CCOCC3)c2c1 | -33 | -4 | 0.9 | 118 | 6 | 0.3 | 1.7 | 5 | -12 | 18 | -1.1
CC(=O)Oc1ccc2cc(-c3ccccc3)c(=O)oc2c1 | 5 | -1 | 2.2 | 103 | -31 | 0.5 | 5.0 | 0 | -14 | 75 | -0.1

Record cards (already shown). Screens in order: HTR5A inv ag	HTR5A ag	phage Ecoli inh	Pemphigus Ab inh	PfHsp90 yeast 2	Ecoli viability	AddAB inh	OPRM1-OPRD1 inv	PKA-R1A act	Mot1-301 SUMO	MOR-DOR ag
Entry for COc1ccc(CCNc2nnc(C)c(=O)[nH]2)cc1OC → 1	0	0.5	107	-5	-1.2	-0.2	8	-4	836	-1.4
Entry for OC1(c2ccccn2)COc2ccccc2O1 (stereo unspecified) → 2	-2	3.0	116	10	1.1	0.3	4	-1	-15	-0.8

Continued:
SMILES | HTR5A inv ag | HTR5A ag | phage Ecoli inh | Pemphigus Ab inh | PfHsp90 yeast 2 | Ecoli viability | AddAB inh | OPRM1-OPRD1 inv | PKA-R1A act | Mot1-301 SUMO | MOR-DOR ag
CCOc1ccccc1CNC(=O)c1ccc(Sc2ccc(Cl)cc2)c(NC(C)=O)c1 | -2 | 1 | 3.5 | 99 | 16 | -1.5 | 3.8 | -15 | 3 | 39 | 2.9
Cc1ccc(/C([O-])=C(/C(=S)NCc2ccco2)[n+]2ccccc2)cc1[N+](=O)[O-] | -1 | 0 | 4.4 | 92 | 1 | -2.4 | 0.4 | -9 | 5 | -11 | 1.7
CCn1c(SCC(=O)N2CCC(C)CC2)nnc1-c1ccco1 | -7 | 2 | 2.2 | 103 | 9 | 0.2 | 2.2 | 6 | 0 | 31 | -1.1
COc1ccc(S(=O)(=O)CCc2nnc(NC(=O)c3cccs3)s2)cc1 | 3 | 0 | 3.3 | 97 | -13 | 2.0 | 1.4 | 4 | 1 | -14 | -0.8
c1ccc(Nc2cccc3ccccc23)cc1 | 20 | 12 | 4.6 | 107 | 12 | -3.6 | -0.9 | -90 | 1 | · | 18
O=C(Cc1cn2ccsc2n1)Nc1nc2c(s1)CCCC2 | -22 | 0 | 6.1 | 107 | 5 | 3.4 | 1.6 | -6 | 4 | 102 | 1.1
N#CCSc1ccc(-c2nc3ccccc3[nH]2)cn1 | 5 | 1 | 2.6 | · | 19 | 2.8 | 3.2 | -22 | -4 | · | 4.8
COc1cc(/C=C(/NC(=O)c2ccccc2)C(=O)N2CCOCC2)c([N+](=O)[O-])cc1OC | -13 | 2 | 2.1 | 116 | -15 | 0.7 | -0.2 | 7 | -1 | 2 | -1.4
CCN1C(=O)c2ccccc2S(=O)c2ccc(C(=O)N3CCCCCC3)cc21 (stereo unspecified) | 3 | -2 | 1.4 | 104 | 1 | -0.7 | -3.5 | 7 | -4 | 21 | -1.1
CCOC(=O)c1ccccc1OCc1cc(/C=N/n2cncn2)ccc1OC | 6 | 3 | -1.0 | 97 | -8 | -0.2 | -1.4 | 11 | 0 | 9 | -1.9
O=[N+]([O-])c1cc(/C=N/O)ccc1Oc1cccc(Cl)c1 | -18 | 4 | 0.7 | 105 | -1 | -2.1 | 0.3 | -1 | -4 | -1 | 0.1
Cc1cc(C)c(S(=O)(=O)c2ccc(F)cc2C)c(Cl)n1 | 2 | -1 | 2.0 | 96 | -11 | 0.7 | 0.9 | 15 | -3 | 254 | -2.6
O=C(CSc1nnnn1-c1ccccc1)c1ccco1 | 1 | -1 | 2.2 | 82 | 9 | 2.1 | 2.0 | 12 | -7 | 4 | -1.9
Cc1cc(C)nc(SCC(=O)NC2=NN=C(c3ccc(Br)cc3)CS2)n1 | -18 | 0 | 2.4 | 102 | · | -0.7 | 0.0 | -16 | -13 | 0 | 2.8
O=C1c2ccccc2NC(c2c(Cl)cccc2Cl)N1Cc1ccccc1 (stereo unspecified) | -4 | 2 | 1.5 | 100 | -20 | 5.0 | 2.9 | -7 | 8 | -8 | 1.4
CCOC(=O)CNC(=S)N(CCCN1CCCCCC1)Cc1cccs1 | -26 | 1 | 2.1 | 96 | -3 | -0.5 | -0.7 | -2 | -9 | -10 | 0.3
CCN(CC)C(=O)CSc1nc2cc3c(cc2c(=O)n1Cc1ccco1)OCO3 | 4 | -1 | 1.2 | 95 | -14 | -0.9 | -0.7 | 13 | -6 | -12 | -2.7
Cc1cccc(NC(=O)C(C)Sc2nc3nc(C)cc(C)n3n2)c1 (stereo unspecified) | 3 | -1 | 2.9 | 94 | · | -2.5 | -0.2 | 11 | 3 | 1 | -2.1
CCOC(=O)CNC(=O)Nc1ccccc1C(=O)OC | 7 | -3 | 2.8 | · | -3 | -1.3 | -1.4 | 10 | 9 | 293 | -1.6
Cc1cc(Br)c(NC(=O)c2ccccc2[N+](=O)[O-])cc1C | -19 | -3 | 3.1 | 105 | 4 | 1.6 | 4.0 | -4 | -2 | 16 | 0.6
COc1cc(NC(=O)CCc2c(C)noc2C)c(Cl)cc1C(=O)O | -17 | 4 | 3.9 | · | 3 | 0.8 | 0.6 | 20 | 7 | 3 | -4.2
CCOC(=O)C[C@H]1c2cc(C(F)(F)F)ccc2S(=O)(=O)N1C(C)C | -4 | 1 | 0.0 | 103 | · | 0.2 | 1.9 | 16 | 0 | -5 | -3.0
CCCCNC(=O)OC(C)CNC(=O)Oc1cccc(C)c1 (stereo unspecified) | -6 | 1 | 1.4 | 105 | -7 | 1.9 | 3.2 | 13 | -5 | 23 | -2.3
COc1ccc(C(=O)NC(Nc2ccc(C)cc2)C(Cl)(Cl)Cl)cc1 (stereo unspecified) | 12 | 1 | 1.1 | 132 | -16 | 0.0 | 0.7 | -13 | -8 | -21 | 2.4
COc1ccc(-c2nc3ccc(C(=O)NCC(OC)OC)cc3nc2-c2ccc(OC)cc2)cc1 | 22 | 1 | -2.5 | 98 | 7 | -1.3 | 0.3 | 9 | -3 | 30 | -1.8
Cc1ccc(C)c(CN2CCC(CNC(=O)Nc3ccc(Br)cc3F)CC2)c1 | -17 | 5 | 4.0 | 129 | -4 | · | · | -19 | -5 | 222 | 4.3
COc1ccc(NC(=O)CSc2nccn2-c2ccccc2)c(OC)c1 | -6 | 3 | 1.4 | · | 36 | -0.5 | 3.3 | 11 | -9 | 10 | -2.6
COc1cccc(-c2cc(C(=O)Nc3cnn(Cc4ccccc4C)c3)no2)c1 | 13 | -6 | 2.7 | 102 | · | -2.4 | -2.6 | -27 | 1 | 2 | 4.9
O=C(c1cccc(F)c1)N1CCc2ccccc21 | 15 | 4 | 0.9 | 98 | -22 | 0.8 | 1.9 | 0 | -10 | 9 | -0.1
CN(CC(=O)Nc1ccccc1Cl)C(=O)c1cc(=O)[nH]c2ccccc12 | 43 | -3 | 3.1 | 90 | -4 | 1.0 | -0.3 | -9 | -8 | -3 | 1.8

Screening data from PubChem BioAssay.
